Screens from PubChem.
KCNQ1 block: inhibitors of human KCNQ1 channel, primary screen, cell-based, thallium flux, high-throughput; Potassium voltage-gated channel subfamily KQT member 1 (Homo sapiens), P51787; CHO-K1 KCNQ1, FluxOR thallium flux fluorescence; active compounds read high; B-score at 10 µM; 310,000 compounds, 1.3% hits; AID 2642, 2010;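 active means compounds whose thallium flux B-score, printed positive for inhibition, exceeds three library SD while starting fluorescence stays within three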;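 further: channel opened by potassium depolarization with thallium stimulus after 20 min compound exposure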
Dyrk1A ADPGlo: rat Dyrk1A kinase inhibitors, primary screen, biochemical, single point, plate reader; inhibition, % at 12.5 µM; Dual specificity tyrosine-phosphorylation-regulated kinase 1A (Rattus norvegicus), Q63470; 310,000 compounds, 0.43% hits; ADP-Glo luminescence, NFATc1 peptide; AID 504441, 2011; in the data active means inhibition above about 50%;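 further: plate controls were vehicle with enzyme for no effect and no enzyme for full effect; many of its hits are not listed in these tables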
KCNQ1 act: potentiators or activators of KCNQ1 channel, primary screen, cell-based, thallium flux, high-throughput | Potassium voltage-gated channel subfamily KQT member 1 (Homo sapiens), P51787 | B-score at 10 µM | 310,000 compounds, 0.35% hits | CHO-K1 KCNQ1, thallium flux FluxOR fluorescence; active compounds read high | AID 2648, 2010;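 active means fluorescence ratio B-score, a plate-corrected score, at least three library SD, with initial intensity B-score within 5 SD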
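Assay system: stable KCNQ1 CHO-K1 line; medium: assay buffer, equal DMSO in all wells; timing: 90 min dye loading and 20 min compound exposure, both at room temperature; technique: kinetic FluxOR thallium fluorescence, 10-s 1-Hz baseline, 110-s post-stimulus read; read-out basis: B score of baseline-normalized fluorescence ratio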
PolyA inhibitor: polyadenylation inhibitors in yeast reporter cells, primary screen, luminescence, S. cerevisiae. S. cerevisiae SKY197-pL101 polyadenylation reporter, beta-gal luminescence; efflux-impaired pdr1/pdr3 knockout yeast; score 100 = 6 SD above DMSO. calls only at 12 µM. 300,000 compounds, 0.02% hits. AID 1875, 2009;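 active means lowest replicate activity score at least 50, where 100 means six control SD above control mean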;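 further: yeast exposed to compound for 9 h at 30 °C; higher score means more reporter readthrough which indicates perturbed polyadenylation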
hERG protect: hERG rescue from dofetilide block, primary screen, cell-based, CHO-hERG, FluxOR thallium flux, dofetilide IC70. Voltage-gated inwardly rectifying potassium channel KCNH2 (Homo sapiens), Q12809. dofetilide IC70 present. activation (rescue from dofetilide block), less the hit threshold, % at 10 µM. 310,000 compounds, 0.51% hits. AID 1511, 2009;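 active means activation above the mean of controls blocked by dofetilide plus 5 SD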;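 further: thallium influx through hERG after potassium depolarization seen as dye fluorescence rise; in these data hits start at about 4.7%; inactives centre near -7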
TRPC4 inh: inhibitors of mouse TRPC4 channel, primary screen, Fluo4 calcium, HEK293 TRPC4beta/mu-opioid cells. Short transient receptor potential channel 4 (Mus musculus), Q9QUQ5. DAMGO-evoked Fluo4 calcium flux; active compounds read low. B-score at 10 µM. 300,000 compounds, 0.39% hits. AID 2247, 2010;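 active means B-score over 3 SD under the library average, no early fluorescence shift, positive overall ratio signal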
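test system = HEK293 cells with stable TRPC4beta plus mu-opioid receptor expression | detection = Fluo4 Ca2+ flux fluorescence | read-out = integrated fluorescence ratio relative to baseline, converted to per-well B score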
TRPC4 PAM: positive allosteric modulators of TRPC4, primary screen, cell-based, mouse TRPC4beta, HEK293 mu-opioid, Fluo-4 calcium; B-score at 10 µM; Short transient receptor potential channel 4 (Mus musculus), Q9QUQ5; DAMGO EC20, Fluo-4 Ca2+ flux; active compounds read high; 310,000 compounds, 0.42% hits;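 active means B-score of calcium response area above 5 SD of library B-scores, with initial fluorescence ratio within 5 SD of library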;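 further: B-score of integrated fluorescence ratio over time as area under calcium response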
KCNK3 inh: human KCNK3 channel inhibitors, primary screen, CHO cells, FluxOR thallium flux, B-score; Potassium channel subfamily K member 3 (Homo sapiens), O14649; FluxOR fluorescence; active compounds read low; B-score at 10 µM; 340,000 compounds, 0.84% hits; AID 602410, 2012;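 active means B-score under library mean minus 4 SD, starting fluorescence ratio at most library mean plus 5 SD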;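 further: more negative B-score means stronger inhibition of thallium flux through KCNK3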
Target sequence (O14649 whole entry, looked up): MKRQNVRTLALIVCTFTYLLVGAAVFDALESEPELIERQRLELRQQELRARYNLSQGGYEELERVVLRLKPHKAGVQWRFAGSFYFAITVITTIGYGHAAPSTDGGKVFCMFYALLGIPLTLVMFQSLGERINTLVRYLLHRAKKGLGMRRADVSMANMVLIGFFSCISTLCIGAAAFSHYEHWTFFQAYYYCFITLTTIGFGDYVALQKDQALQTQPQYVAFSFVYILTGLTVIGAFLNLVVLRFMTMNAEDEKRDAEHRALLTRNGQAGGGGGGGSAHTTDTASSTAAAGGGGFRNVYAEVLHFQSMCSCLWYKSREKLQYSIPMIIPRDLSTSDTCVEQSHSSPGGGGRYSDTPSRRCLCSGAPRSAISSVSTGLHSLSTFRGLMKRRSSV
KCNK9 block: KCNK9 potassium channel inhibitors, primary screen, HEK293 cells, thallium flux; B-score at 10 µM; 310,000 compounds, 1.2% hits; AID 488922, 2010; Potassium channel subfamily K member 9 (Homo sapiens), Q9NPC2; FluxOR thallium flux fluorescence; active compounds read low;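 active means ratio B-score over 3 SD below the library mean, with starting fluorescence within 5 SD of its mean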;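 further: negative B-score means less thallium flux so channel inhibition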
Target sequence (Q9NPC2 whole entry, looked up): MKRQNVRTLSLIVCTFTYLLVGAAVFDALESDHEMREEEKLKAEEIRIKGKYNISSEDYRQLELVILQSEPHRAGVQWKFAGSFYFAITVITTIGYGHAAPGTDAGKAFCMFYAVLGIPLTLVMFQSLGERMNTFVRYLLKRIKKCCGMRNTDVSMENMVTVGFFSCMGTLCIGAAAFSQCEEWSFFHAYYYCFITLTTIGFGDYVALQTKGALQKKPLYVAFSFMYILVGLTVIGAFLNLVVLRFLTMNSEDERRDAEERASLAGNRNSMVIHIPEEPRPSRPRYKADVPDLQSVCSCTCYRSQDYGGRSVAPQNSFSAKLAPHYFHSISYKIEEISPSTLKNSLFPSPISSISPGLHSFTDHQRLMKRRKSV
TRPC4 agonist: activators of mouse TRPC4 channel, primary screen, Fluo4 calcium, HEK293 TRPC4beta/mu-opioid cells. Fluo4 calcium fluorescence; active compounds read high. B-score at 10 µM. 310,000 compounds, 0.49% hits. AID 2237, 2010;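 active means B-score above 5 SD of library B-scores, and initial fluorescence ratio not above library mean plus 5 SD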;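 further: positive B-score marks a calcium rise read as TRPC4 activation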
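Material: TRPC4beta and mu-opioid receptor HEK293 stable cells | Incubation: 45 min room-temperature Fluo4 loading, 110 s read | Detection: Kinetic Fluo4 calcium fluorescence | Measure: Integrated baseline-normalised fluorescence ratio, converted to per-well B score | Benchmarks: Low control buffer alone, high control maximal DAMGO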
Platelet DG rel: inhibitors of platelet dense granule secretion, primary screen, cell-based, MLPCN, human platelets; 300,000 compounds, 0.22% hits; inhibition, %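 (compounds screened at 7.5 µM in platelet-rich plasma)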; human platelet-rich plasma, SFLLRN dense granule ATP release, luminescence;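 active means mean replicate score, as percent of positive control, at or above 50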
The depositor's hits bear a star; i = inactive; . = no result given; & = joins results of further samples. This is a subset; count on the stated rates, not on these rows.

SMILES	KCNQ1 block	Dyrk1A ADPGlo	KCNQ1 act	PolyA inhibitor	hERG protect	TRPC4 inh	TRPC4 PAM	KCNK3 inh	KCNK9 block	TRPC4 agonist	Platelet DG rel
O=C(NN1CC(C(=O)OCc2ccc(Br)cc2)CC1=O)c1ccccc1 (configuration not stated)	i	7	i	i	-11	i	i	i	i	i	-4
CCSc1nc2sc3c(c2c(=O)[nH]1)CC(C)(CC)OC3 (configuration not stated)	i	0	i	i	-6	i	i	i	i	i	9
N#Cc1c(Nc2ccccc2)sc(C(=O)c2ccccc2)c1N	i	0	i	i	-1	i	i	i	i	i	-1
COC(=O)c1cc(Br)ccc1-c1ccc(/C=N/n2nnnc2N)o1	i	4	i	i	-3	i	i	i	i	i	-1
Cc1cc2occ(CC(=O)NC3=NCCS3)c2cc1C(C)C	i	2	i	i	-10	i	i	i	i	i	3
CCC(C(=O)NC(C)(C)C)N(C(=O)Cn1nnc(-c2ccccc2F)n1)c1cccc2c1CCCC2 (configuration not stated)	i	3	i	i	-19	i	i	i	i	i	5
COc1ccccc1N1CCN(C(=O)c2sc3nc(C)nc(N4CCN(c5ccccn5)CC4)c3c2C)CC1	i	0	i	i	-7	-7*	i	i	i	i	5
O=Cc1c(OCc2ccccc2)ccc2ccccc12	i	7	i	i	-9	i	i	-11*	-17*	i	0
Cc1c(OC(C)C(=O)N2C[C@H]3C[C@@H](C2)c2cccc(=O)n2C3)ccc2c3c(c(=O)oc12)CCC3 (some centres not stated)	i	-7	i	i	-8	i	i	i	i	i	3
CN(C)C(CNC(=O)c1ccccc1OCc1ccc(Cl)cc1)c1ccco1 (configuration not stated)	i	13	i	i	-13	-7*	i	i	i	i	-7
COc1ccc2cc3[n+](cc2c1OC)CCc1cc2c(cc1-3)OCO2	i	-3&12	i	i	-11	i	i	i	i	i	-15
Cn1c(Oc2ccc(F)cc2)c(C=O)c2ccccc21	i	-1	i	i	-4	i	i	i	i	i	-7
O=C(Nc1ccc(S(=O)(=O)N2CCCCC2c2cccnc2)cc1)c1c(F)cccc1F (configuration not stated)	i	-3	i	i	-16	i	i	i	i	i	-12
CCCN1C2CCCC1CC(NC(=O)NC13CC4CC(CC(C4)C1)C3)C2 (configuration not stated)	i	-1	i	i	-2	i	i	i	i	i	-7
Cc1cc(NC(=O)CN2CCN(c3ccc(O)cc3)CC2)no1	i	0	i	i	-7	i	i	i	i	i	-9
O=C(Nc1ccc(Cl)cc1)Nc1nnc(CSCc2ccccc2)s1	i	1	i	i	-8	i	i	i	i	i	23
CCCCN(C)C(=S)Nc1ccc(Oc2ccccc2)cc1	i	-2	i	i	-10	i	i	i	i	i	4
Cc1ccccc1NC(=O)CCCCCN1C(=O)[C@@H]2Cc3ccccc3CN2C1=O	i	4	i	i	-7	i	i	i	i	i	2
O=[N+]([O-])c1ccccc1N/N=C/c1ccccc1	i	1	i	i	-5	i	i	i	i	i	-10
CCCc1cc(=O)oc2cc(C)cc(OCC(=O)NCCN3CCOCC3)c12	i	11	i	i	-6	i	i	i	i	i	19

Structures above with bromine:
SMILES	KCNQ1 block	Dyrk1A ADPGlo	KCNQ1 act	PolyA inhibitor	hERG protect	TRPC4 inh	TRPC4 PAM	KCNK3 inh	KCNK9 block	TRPC4 agonist	Platelet DG rel
O=C(NN1CC(C(=O)OCc2ccc(Br)cc2)CC1=O)c1ccccc1 (configuration not stated)	i	7	i	i	-11	i	i	i	i	i	-4
COC(=O)c1cc(Br)ccc1-c1ccc(/C=N/n2nnnc2N)o1	i	4	i	i	-3	i	i	i	i	i	-1

The results go on:
SMILES	KCNQ1 block	Dyrk1A ADPGlo	KCNQ1 act	PolyA inhibitor	hERG protect	TRPC4 inh	TRPC4 PAM	KCNK3 inh	KCNK9 block	TRPC4 agonist	Platelet DG rel
CCOc1cc(-c2noc(N)c2C#N)cc(OCC)c1OCC	i	5	i	i	-9	i	i	i	i	i	0
O=C(Nc1ccc(F)cc1F)c1cc(-c2ccco2)nc2ccccc12	i	-3	i	i	-19	i	i	i	i	i	5
CC(C)[C@@H](COc1ccccc1)N1CCN(Cc2ccccc2)CCC1=O	i	6	i	i	-3	i	i	i	i	i	-2
COC(=O)c1ccccc1NC(=O)CSc1nc(O)cc(=O)n1C1CCCC1	i	-5	i	i	-7	i	i	i	i	i	1
Cc1nnc(Nc2ccc(F)cc2)c2ccccc12	i	1	i	i	-8	i	i	i	i	i	0
COc1ccc(-c2[nH]ncc2CNC(C)CCn2cccn2)cc1F (configuration not stated)	i	-3	i	i	0	i	i	i	i	i	3
CCS(=O)(=O)Nc1cccc(C2=NN(C(=O)c3ccco3)C(c3ccco3)C2)c1 (configuration not stated)	i	1	i	i	-3	i	i	i	i	i	13
Nc1nnc(CC(=O)N/N=C/c2ccc(-c3cccc(C(=O)O)c3)o2)s1	i	33	i	.	-2	i	i	i	i	i	5
CCS(=O)(=O)n1nc(-c2cccnc2)nc1NCc1ccc(F)cc1	i	-1	i	i	-10	i	i	i	i	i	-6
Cc1cc(CNC(=O)CC2C(=O)NCCN2CC(C)(C)C)nn1C (configuration not stated)	i	3	i	i	-8	i	i	i	i	i	-7
C/C(=N\NC(N)=S)C1=CCC2C3CC[C@H]4CC(O)CC[C@]4(C)C3CC[C@]12C (some centres not stated)	i	2	i	i	-5	i	i	i	i	i	.
Cc1ccc(NC(=O)c2c([N+](=O)[O-])c(C(C)(C)C)nn2C)c(C)c1	i	-8	i	i	-6	i	i	i	i	i	-20
CSc1nsc(SCC(=O)Nc2cccc(NC(C)=O)c2)n1	i	4	i	i	-4	i	i	i	i	i	4
CCN=C1SC(C(=O)NCCc2ccccc2)CC(=O)N1CC (configuration not stated)	i	7	i	i	-20	i	i	i	i	i	.
O=C(Cc1ccccc1)Nc1nc(-c2cccs2)cs1	i	-35	i	i	-10	i	i	i	i	i	0
O=[N+]([O-])c1ccc(-c2ccc(/C=N/c3c(-c4ccco4)nc4ccccn34)o2)c(Cl)c1	i	.	i	i	-15	i	i	.	i	i	-4
Cc1nnc2sc(SCc3ccccc3)nn2c1=O	i	.	i	i	-5	i	i	.	i	i	-41
Cc1ccc(NC(=O)C2CCCN(S(=O)(=O)c3ccc4[nH]c(=O)ccc4c3)C2)nc1 (configuration not stated)	i	14	i	i	-4	i	i	i	i	i	-5
CCNC(=S)N1CCN(C(=O)C(Cc2ccccc2)NC(C)=O)CC1 (configuration not stated)	i	-4	i	.	-15	i	i	i	i	i	-5
Cc1ccc(C(=O)CSc2nnc(Cn3nnc4ccccc43)n2C)cc1	i	1	i	i	-14	i	i	i	i	i	5
CCn1cc(NC(=O)Nc2ccc(OC)c(OC)c2)c(C(N)=O)n1	i	-5	i	i	-3	i	i	i	i	i	5
CCCCOc1ccc(C(=O)N2CCNC(=O)C2)cc1	i	1	i	i	-7	i	i	i	i	i	0
Cc1[nH]nc2ncc(C(=O)c3cc(Cl)cc(Cl)c3O)cc12	i	3	i	i	-3	i	i	i	i	i	0
CCCCN(C)CCn1c(=S)[nH]c2ncccc2c1=O	i	5	i	i	-9	i	i	i	i	i	2
CCOC(=O)Cn1nc(C)n(-c2ccc(C(C)(C)C)cc2)c1=O	i	-6	i	i	-3	i	i	i	i	i	-3
Cc1ccc(NC(=O)c2ccc(OC(=S)N3CCOCC3)cc2)cc1	i	-2	i	i	-4	i	i	i	i	i	2
c1ccc(-c2csc(Nc3ncccn3)n2)cc1	i	-1	i	i	-2	i	i	i	i	i	18
COc1ccc(N2CCN(c3nc4c(C)cccn4c(=O)c3/C=C(\C#N)C(N)=O)CC2)cc1	i	10	i	i	-8	i	i	i	i	i	-12
CCOc1ccc(C(=O)Nc2ccc(S(=O)(=O)NCC3CCCO3)cc2)cc1OCC (configuration not stated)	i	.	i	i	-5	i	i	i	i	i	-1
CCC1CCCCN1CCNC(=O)C1CCN(S(=O)(=O)c2cccc3nsnc23)CC1 (configuration not stated)	i	1	i	i	0	i	i	i	i	i	-9
CCc1nnc(NC(=O)Nc2ccccc2OC)s1	i	.	i	i	-20	i	i	i	i	i	-2
COC(=O)C1CCN(CC(=O)Nc2cc(Cl)ccc2OC)CC1	i	.	i	i	-19	i	i	.	i	i	3
COC(=O)CNC(c1ccccc1)c1cc(Cl)ccc1NC(=O)c1cccc(Cl)c1 (configuration not stated)	i	3	i	i	-14	i	i	i	i	i	-3
N/C(=N\OC(=O)CSc1ccccc1)c1ccncc1	i	-1	i	i	-1	i	i	i	i	i	0
COc1cccc(/C=C2\C(=O)C(=O)c3ccccc32)c1	i	3	i	i	-7	i	i	i	i	i	8
COc1ccc(-c2nnc(SCC(=O)N3CCCC3)o2)cc1	i	-3	i	i	-7	i	i	i	i	i	3
Cc1nnc(SCc2ccccc2)nc1/C=C/NOCc1ccc(Cl)cc1Cl	i	3	i	i	-11	i	i	i	i	i	-1
NC(=O)c1ccc(N2CCN(c3ccccc3O)CC2)c([N+](=O)[O-])c1	i	5	i	i	-22	i	i	i	i	i	8
Cc1nc(C(=O)NNC(=O)Nc2ccc(Cl)cc2)cs1	i	6	i	i	-8	i	i	i	i	i	-4
CN(C)S(=O)(=O)c1ccc(C(=O)NCCOc2ccc(F)cc2)cc1	i	-6	i	i	-1	i	i	i	i	i	-4
N#Cc1ccc(CSc2nnc3[nH]c(=O)cc(N)n23)cc1	i	2	i	i	1	i	i	i	i	i	4
O=C(NCCN1CCCCC1)c1ccc2c(c1)OCCO2	i	0	i	i	-5	i	i	i	i	i	-4
